Statin myotox sup – suppressors of statin myotoxicity in C2C12 myotubes, primary screen, cell-based, single point, plate reader | C2C12 myotubes + simvastatin, ATP luminescence, 48 h; scaled: DMSO 0, geranylgeraniol control 100 | rescue of ATP level, % at 7.49 µM | 0.78% of 330,000 active | AID 602340, 2012;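 active means mean ATP rescue above about 67%, or every replicate alone reaching that limit, limit read from the data, passing the limit was not always enough; inconclusive means no clear call, values can overlap the other calls; inactive means mean under the limit and some replicate under it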;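 further: myotubes were challenged with 10 µM simvastatin during compound exposure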
S100A4 inh HTS – inhibitors of S100A4-myosin IIA peptide binding, primary screen, biochemical, fluorescence polarization, TAMRA-MyoIIA peptide; Protein S100-A4 (Homo sapiens), P26447; inhibition, % at 10.7 µM; 0.14% of 360,000 active;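 active means mean inhibition of at least 70% across replicates, with every replicate also reaching that level; inconclusive means mean inhibition reaches 70% but some replicates fall short; inactive means mean inhibition below 70%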
Target sequence (P26447 whole entry, looked up): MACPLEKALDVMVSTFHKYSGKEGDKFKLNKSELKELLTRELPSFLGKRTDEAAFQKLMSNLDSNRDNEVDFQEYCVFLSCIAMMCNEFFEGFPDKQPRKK
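Test system: S100A4 monomer protein; Medium: HEPES pH 7.2 with CaCl2, KCl, NaCl, DTT, Triton; Probe or stimulus: TAMRA-labelled myosin IIA heavy-chain peptide probe, 5 nM; Doses: one dose per compound; Times: polarization read 5 min after assay mix addition, stable 5–60 min; Benchmarks: neutral control DMSO, positive control TFP.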
DENV2 CPE – inhibitors of DENV2 cytopathic effect, primary screen, cell-based, plate reader, single concentration | DENV2-infected cells, cytopathic effect rescue | CPE inhibition, % at 9.99 µM | 1.7% of 350,000 active; in the data active means CPE inhibition above about 20%, passing the limit was not always enough; inconclusive means no clear call, values can overlap the other calls; tested in BHK-21 cells;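 further: 0% = median of neutral control wells and 100% = median of positive control wells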
E-selectin induc – E-selectin induction in HUVECs, primary screen, imaging, HUVEC, immunofluorescence imaging, single point. activation, % at 7.58 µM. 0.37% of 260,000 active. P16581. normalized: neutral wells 0, TNF-alpha wells 100;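 active means mean E-selectin-positive cell signal at least 10% of the positive control, reached in at least 60% of replicates, without over 20% cell loss; inconclusive means no rule given, readout overlaps actives, possibly toxicity-flagged; inactive means the rest, including those meeting only one limit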;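 further: in these data hits start at about 27%; measured in HUVEC primary endothelial cells; signal is the percent of cells scored E-selectin positive by PE staining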
Target sequence (P16581 whole entry, looked up): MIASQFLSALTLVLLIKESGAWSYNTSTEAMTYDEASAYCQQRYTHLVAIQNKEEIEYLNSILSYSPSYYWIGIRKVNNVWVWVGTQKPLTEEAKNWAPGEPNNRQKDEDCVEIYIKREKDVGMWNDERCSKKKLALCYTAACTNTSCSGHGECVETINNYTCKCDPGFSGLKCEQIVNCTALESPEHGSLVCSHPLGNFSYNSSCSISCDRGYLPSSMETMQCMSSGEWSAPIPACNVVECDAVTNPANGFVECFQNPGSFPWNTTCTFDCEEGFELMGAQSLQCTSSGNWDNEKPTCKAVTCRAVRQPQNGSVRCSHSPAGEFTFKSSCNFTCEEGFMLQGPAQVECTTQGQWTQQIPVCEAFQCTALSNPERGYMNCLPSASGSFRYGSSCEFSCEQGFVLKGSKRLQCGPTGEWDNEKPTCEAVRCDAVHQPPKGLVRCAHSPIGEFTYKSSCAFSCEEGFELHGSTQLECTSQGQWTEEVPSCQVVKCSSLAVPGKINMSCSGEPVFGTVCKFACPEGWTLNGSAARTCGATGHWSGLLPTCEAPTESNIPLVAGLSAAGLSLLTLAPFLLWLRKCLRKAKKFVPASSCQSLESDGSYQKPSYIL
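Assay system: HUVEC primary endothelial cells. Input: 3,000 HUVEC seeded per well. Doses: one compound dose added by pin transfer. Read-out basis: % PE-positive cells. Benchmarks: TNF-alpha high, DMSO low. Detection: immunofluorescence imaging. Buffer or medium: EGM-2, gelatin.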
PglD inh – C. jejuni PglD acetyltransferase inhibitors, primary screen, biochemical, DTNB colorimetric, single point; purified PglD enzyme, DTNB colorimetric CoA detection; inhibition, % at 12.5 µM; 0.098% of 360,000 active; AID 602405, 2012; in the data active means inhibition above about 16%, passing the limit was not always enough; inconclusive means no clear call, values can overlap the other calls; further: strong numbers were not always called active
SIRT5 block – SIRT5 desuccinylase inhibitors, primary screen, biochemical, fluorescence imaging, single point, set 5; NAD-dependent protein deacylase sirtuin-5, mitochondrial (Homo sapiens), Q9NXA8; Purified SirT5, succinyl-peptide AMC, trypsin-coupled fluorescence; inhibition, % at 15 µM; 1.1% of 330,000 active; in the data active means inhibition above about 15%; inconclusive means no clear call, values can overlap the other calls
Target sequence (Q9NXA8 whole entry, looked up): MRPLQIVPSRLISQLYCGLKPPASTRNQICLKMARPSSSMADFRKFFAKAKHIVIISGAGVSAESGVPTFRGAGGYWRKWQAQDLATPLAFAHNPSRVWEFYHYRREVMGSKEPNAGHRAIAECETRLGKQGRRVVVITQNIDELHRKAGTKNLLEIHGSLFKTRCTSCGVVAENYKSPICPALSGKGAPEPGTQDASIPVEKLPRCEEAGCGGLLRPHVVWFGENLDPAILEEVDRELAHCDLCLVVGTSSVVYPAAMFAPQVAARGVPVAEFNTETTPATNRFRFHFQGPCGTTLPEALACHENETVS
ERp5 block – inhibitors of ERp5-driven insulin aggregation, primary screen, biochemical, turbidity, absorbance 650 nm, single point; 0.05% of 350,000 active; Protein disulfide-isomerase A6 (Homo sapiens), Q15084; 90 min; inhibition, % at 9.99 µM;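 active means mean replicate inhibition above about 25%, with every replicate also reaching it, limit read from the data, passing the limit was not always enough; inconclusive means only one of those two criteria met; inactive means neither criterion met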
Starred values were filed as active, the others as inactive; ? = inconclusive; . = not tested or not shown; & = joins results of further samples. An excerpt, so the mix of outcomes need not match the whole.

Structure,Statin myotox sup,S100A4 inh HTS,DENV2 CPE,E-selectin induc,PglD inh,SIRT5 block,ERp5 block
COc1ccc(CCCc2nnc(SCC(=O)NN)o2)c(C)c1,9,-1,2,.,-5,-2,4
O=C(c1cccs1)N(C(=O)c1cccs1)c1ccc(Br)cn1,-7,.,.,-1.6,1,.,.
Cc1ccccc1OC1C(=O)N(CC2CCCO2)C1c1ccc2c(c1)OCO2 (stereo not drawn),5,1,0,.,.,-2,3
O=C(COC(=O)Cn1cnc2ccccc21)Nc1cc(S(=O)(=O)N2CCOCC2)ccc1Cl,6,-7,4,-0.1,2,2,5
Cc1nnc(SCC(=O)c2ccc([N+](=O)[O-])cc2)s1,.,-3,7,.,.,-2,2
O=C(CCN1C(=O)C2C3CCC(C3)C2C1=O)Nc1ccccc1C(F)(F)F (stereo not drawn),15,1,0,.,9,0,-2
CN(C)c1ccc(C(=O)Nc2ccc(CN3CCS(=O)(=O)CC3)cc2)cc1,.,2,0,.,.,0,3
Cc1noc(C)c1S(=O)(=O)Nc1ccc2c(c1)CC(=O)N([C@H](C)CO)C[C@@H](C)[C@H](CN(C)Cc1ccc(C(=O)O)cc1)O2,34,-11,-5,0.9,-1,-1,-6
CCOc1ccc(C(=O)NCC(=O)N2CC=C(c3ccccc3)CC2)cc1OCC,7,1,?,-0.1,3,0,-3
O=C(NCC(=O)N(c1ccc(F)cc1)C(C(=O)NC1CCCC1)c1ccncc1)c1ccco1 (stereo not drawn),-2,1,4,.,2,-8,7
NCCCCCNC(=O)[C@@H]1C[C@@H]2C(=O)NCC(=O)N2[C@@H]1c1cccc(OCCO)c1,.,-10,0,.,3,1,-8
CC1CN(CCCCSc2ccc(Cl)cc2)CC(C)O1 (stereo not drawn),-2,-2,4,.,4,3,1
C[C@@H]1CCCCO[C@H](CN(C)C(=O)Cc2ccccc2)[C@H](C)CN([C@@H](C)CO)C(=O)c2cc(NC(=O)Nc3ccccc3)ccc2O1,.,2,6,.,1,7,5
O=C(CC(=O)c1cc(Cl)ccc1O)c1ccccc1,26,-1,-6,.,17,-3,-7
Cc1cc(C)cc(NC(=O)c2cccc(N3C(=O)C4C5C=CC(C5)C4C3=O)c2)c1 (stereo not drawn),-3,9,14,-0.1,4,0,2
COc1ccc(N(C)C(=O)c2ccc3snnc3c2)cc1,3,10,6,.,-3,-1,-4
COc1ccc(C(=O)N2CCC(O)(c3ccc(Cl)cc3)CC2)cc1OC,.,0,-7,-0.2,.,-8,0
O=C1Nc2ccc([N+](=O)[O-])cc2C1(O)N1CCCCCC1 (stereo not drawn),21,2,.,.,-1,6,1
Cc1cnc(C(=O)N(CCCn2ccnc2)C2C(=O)Nc3ccccc3N=C2c2ccccc2)cn1 (stereo not drawn),2,6,7,0.1,-1,0,1
O=C(Nc1cc(Cl)ccc1-n1cncn1)C1CC1,-3,-1,-3,1.4,-2,1,0
CCNc1nc(-c2ccc(OC(F)F)cc2)c(C)s1,.,-5,6,.,.,-1,-4
Cc1noc(C)c1NC(=O)Nc1ccc2c(c1)C(=O)N([C@H](C)CO)C[C@@H](C)[C@@H](CN(C)Cc1ccccc1)O2,22,-12,34*,0.1,-1,-2,3
Cc1ncoc1C(=O)N1CCCC(C(=O)c2ccc(-c3ccccc3)c(F)c2)C1 (stereo not drawn),-6,-11,17,1.6,-1,1,-2
CN1CCC(=NNC(=O)CN(c2cccc(Br)c2)S(C)(=O)=O)CC1,.,-4,9,.,.,-1,-1
CN(C)C1=NCCN1CCCC1CCCCC1,2,-15,-10,0.2,0,.,-3
C[C@@H]1CN([C@H](C)CO)C(=O)c2cc(-c3cccnc3)cnc2O[C@@H]1CN(C)C(=O)Cc1cccnc1,-2,4,3,-0.5,0,0,-5
COc1ccccc1N1CCN(C(=S)Nc2cccc(C)c2)CC1,-4,-2,8,.,-1,-1,-4
Cn1c(CC(=O)Nc2ccccc2F)nnc1SCC(=O)NC1=NCCS1,-27,2,?,0.1,4,-3,19
C[C@H]1CN([C@@H](C)CO)C(=O)Cc2cc(NC(=O)Nc3cccc4ccccc34)ccc2O[C@H]1CN(C)S(=O)(=O)c1ccccc1,-38,-21,-5,0.9,6,0,-7
CCC(C(=O)OCC(=O)Nc1ccc2[nH]c(=O)[nH]c2c1)c1ccccc1 (stereo not drawn),1,-1,5,.,0,-3,-27
COC(=O)c1cc(OC)c(OC)cc1NC(=S)Nc1cc(Cl)ccc1OC,.,-7,2,.,.,2,3
COc1ccc(S(=O)(=O)N(C)C[C@H]2OCCCC[C@@H](C)Oc3ccc(NC(=O)CCC(F)(F)F)cc3C(=O)N([C@H](C)CO)C[C@H]2C)cc1,.,-4,-3,0.1,-1,10,-2
OC(c1cccc(Cl)c1)c1nc(-c2cnc3ccccc3c2)cs1 (stereo not drawn),9,-1,?,0.2,1,-1,-3
CC(C)n1nc(C(=O)Nc2nc3ccccc3[nH]2)c2ccccc2c1=O,7,-2,2,-1.0,4,1,1
O=C(Nc1ccccc1)c1ccccc1CCc1ccccc1,3,18,.,.,-7,.,.
CCN(CC)C(=O)c1cccc(NC(=O)CC23CC4CC(CC(C4)C2)C3)c1,-22,0,4,.,0,2,4
CCOC(=O)C1CCN(C(=O)CCCn2nc(CC)n3c(cc4occc43)c2=O)CC1,13,-5,-1,.,-2,-4,-9
CC1(C(=O)NCCC#N)CCN1C(=O)CC(c1ccccc1)c1ccccc1 (stereo not drawn),7,5,?,-0.6,-3,5,6
Cc1cc(C)c(NC(=O)C[N+](C)(C)CC(O)COc2cccc3ccccc23)c(C)c1 (stereo not drawn),-21,2,5,.,.,-1,2
COc1ccc(CCNC(=O)c2ccccc2OCc2c(C)noc2C)cc1,-6,15,-4,.,0,1,-15

An excerpt from above with just S100A4 inh HTS and PglD inh:
| mol | S100A4 inh HTS | PglD inh |
| --- | --- | --- |
| COc1ccc(CCCc2nnc(SCC(=O)NN)o2)c(C)c1 | -1 | -5 |
| O=C(c1cccs1)N(C(=O)c1cccs1)c1ccc(Br)cn1 | . | 1 |

Further structures follow:
Structure,Statin myotox sup,S100A4 inh HTS,DENV2 CPE,E-selectin induc,PglD inh,SIRT5 block,ERp5 block
CC(NCC(=O)NC(=O)NC1CCCC1)c1ccc(Cl)cc1Cl (stereo not drawn),6,-5,18,.,1,-1,5
C[C@@H]1CN([C@H](C)CO)C(=O)c2cc(NC(=O)CCC(F)(F)F)ccc2O[C@H]1CN(C)S(C)(=O)=O,4,.,-10,-8.6,-2,-4,4
CCCNC(=O)C[C@@H]1C[C@@H]2c3cc(NS(=O)(=O)c4ccc(OC)cc4)ccc3O[C@@H]2[C@@H](CO)O1,-8,-1,-5,.,-9,-1,-1
C[C@@H]1CN([C@@H](C)CO)C(=O)CCCn2nncc2CO[C@H]1CN(C)Cc1ccc2c(c1)OCCO2,-7&7&-2,-8&35,9&13,0.0&0.1,-5&8,-2&2,2&2
CC(=O)c1ccc(S(=O)(=O)NCC(=O)N2CCN(C/C=C/c3ccccc3)CC2)cc1,5,-27,3,.,1,-1,6
CCCNC(=O)[C@@H]1[C@@H](CO)[C@@H]2Cn3c(ccc(-c4ccc(C(=O)N(C)C)cc4)c3=O)[C@@H]2N1CCC,-4,2,0,-0.1,4,-6,-2
O=S(=O)(NCc1ccccc1)c1ccccc1NCc1ccc(Cl)cc1,14,-1,4,-0.2,-3,.,-2
COCCNc1nc2c(c(=O)n(Cc3cccc(Br)c3)c(=O)n2C)n1C,-2,-21,-7,.,1,-2,-8
CC1(C)CCC[C@]2(C)[C@H]3CC(=O)O[C@]3(C)CC[C@@H]12,-2,-5,1,0.6,2,0,0
Cn1cnc(S(=O)(=O)N[C@@H]2C=C[C@H](CC(=O)NCC3CC3)O[C@H]2CO)c1,3,-6,5,-0.2,-2,2,1
Cc1ccc(S(=O)(=O)N/N=C\c2cc([N+](=O)[O-])ccc2Cl)cc1,12,-13,3,.,3,-2,-3
CCN(CC(=O)Nc1ccc(OC)cc1)CC(=O)Nc1cccc(C#N)c1,-5,-5,9,0.1,0,-31,5
Cc1ccc(NS(=O)(=O)c2ccc3c(c2)CC(=O)N3)cc1C,2,-2,-1,-0.1,-1,-4,8
Cc1sc2ncn(CC(=O)N3CCCC(C)C3)c(=O)c2c1S(=O)(=O)N1CCCCC1 (stereo not drawn),0,-2,-3,.,-2,-10,1
CCOc1ccccc1OCC(=O)Nc1ccc(N2CCOCC2)cc1N1CCOCC1,5,2,?,0.2,0,-4,5
O=C1CC[C@@H](CN(Cc2ccccn2)Cc2nc(Cc3ccccc3)no2)N1,-1,-2,-3,.,2,0,0
CC(C)n1c(-c2ccccc2)nc(=S)c2c1CCCC2,.,-18,-3,-0.2,.,-6,-2
O=C(CCC(=O)N1CCOc2ccccc21)NCCCN1CCN(Cc2ccccc2)CC1,11,-3,4,0.7,-3,-2,3
CC1(C)NC(=O)N(CCOc2cccc(Oc3ccccc3)c2)C1=O,-33,0,-4,.,4,-2,6
Cc1cc(=O)[nH]c(SCC(=O)N2CCCCC2)n1,13,-2,0,.,-5,1,2
CCn1c(COc2ccccc2)nnc1SCC(=O)c1cccc([N+](=O)[O-])c1,10,-1,0,.,6,-2,-4
COc1ccc(CC(=O)Nc2ccc3c(c2)OC2(CCCC2)O3)c(OC)c1,4,10,-7,-1.3,-1,.,-2
C[C@H](CO)N1C[C@H](C)[C@H](CN(C)Cc2ccccc2)Oc2ccc(NS(=O)(=O)c3ccc(F)cc3)cc2CC1=O,16,0,-8,0.0,14,4,13
COc1cc(/C=C/C(=O)O)cc(OC)c1OC,-1,2,-8,2.0,-3,-3,-3
COc1ccc(S(=O)(=O)Nc2ccc3c(c2)CC(=O)N([C@H](C)CO)C[C@@H](C)[C@@H](CN(C)S(=O)(=O)c2ccc(Cl)cc2)O3)cc1,-45,-4,9,0.2,1,7,-2
CCN1C(=O)[C@H]2[C@@H](c3ccc(C(F)(F)F)cc3)N[C@]3(CCCN(Cc4ccc(C)cc4)C3=O)[C@H]2C1=O,1,65,13,0.0,-1,-3,3
Cc1ccc(S(=O)(=O)NN=Cc2ccco2)cc1,-11,4,-4,-0.1,-2,1,-1
COc1ccc(NC(=O)CN(C)C(=O)c2ccc(NS(=O)(=O)c3cccc([N+](=O)[O-])c3)cc2)cc1,.,-1,7,0.5,.,-2,-3
O=C(C[C@H]1CC[C@H]2[C@@H](COC[C@@H](O)CN2C(=O)Nc2cc(Cl)cc(Cl)c2)O1)NCC1CC1,2,-4,-1,0.1,-3,2,-5
Cc1ccc(S(=O)(=O)N2CCOCC2)cc1NC(=O)Cn1c(=O)ccn(Cc2ccccc2)c1=O,-1,-1,11,.,-5,-5,4
CC(=O)c1cc(NC(=O)c2ccccc2)c(=O)oc1C,.,-2,-1,.,.,.,2
O=C(NC1CC1)c1ccc(NS(=O)(=O)c2ccccc2)cc1,-3,2,9,-0.2,-1,-1,0
